GLD-1 TGE inh: GLD-1/TGE RNA complex disruptors, primary screen, biochemical, fluorescence polarization; Female germline-specific tumor suppressor gld-1 (Caenorhabditis elegans), Q17339; purified GLD-1 + fluorescein TGE RNA; inhibition, % at 5.96 µM; hit rate 0.44% among 320,000;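 active = percent inhibition above a per-plate cutoff, the plate mean of test compounds plus 3 SD, cut at about 30% in these data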;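 also: 0% = DMSO wells with GLD-1 and probe and 100% = wells lacking GLD-1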
Fam108B inh: mouse Fam108B serine hydrolase inhibitors, primary screen, counter-screen for RBBP9 inhibitor project, biochemical, fluorescence polarization. inhibition, % at 9.51 µM. hit rate 0.33% among 300,000. recombinant Fam108B, FP-Rh probe fluorescence polarization;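 active = inhibition above the screen mean inhibition plus 3 SD, computed separately per campaign, cut at about 18% in these data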;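 also: inhibitors lower polarization as less probe binds the enzyme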
PME-1 inh: PME-1 inhibitors via competitive probe labeling, primary screen, biochemical, fluorescence polarization, FP-Rh probe, HTS; Protein phosphatase methylesterase 1 (Homo sapiens), Q9Y570; recombinant PME-1; inhibition, % at 5.9 µM; hit rate 0.53% among 320,000;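 active = inhibition above the campaign mean of all compounds plus 3 SD, cut at about 26% in these data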;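 also: competitive labeling of PME-1 active site by serine hydrolase directed probe; 0% = PME-1 with DMSO and 100% = wells lacking PME-1 enzyme; inhibitors block probe labeling so polarization falls and inhibition rises; many of its hits are not listed in these tables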
MCL1 BIM primary: inhibitors of MCL1 binding to BIM-BH3, primary screen, biochemical, fluorescence polarization. GST-MCL1 / FITC-Bim-BH3 fluorescence polarization. hit rate 0.68% among 320,000. Induced myeloid leukemia cell differentiation protein Mcl-1 (Homo sapiens), Q07820. inhibition, % at 10.9 µM;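 active = inhibition above the mean inhibition of all tested compounds plus 3 SD, set per campaign, cut at about 40% in these data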;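 also: 0% = DMSO wells and 100% = unlabeled Bim-BH3 peptide control; higher means more loss of mP so more displacement of Bim peptide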
Target sequence (Q07820 whole entry, looked up): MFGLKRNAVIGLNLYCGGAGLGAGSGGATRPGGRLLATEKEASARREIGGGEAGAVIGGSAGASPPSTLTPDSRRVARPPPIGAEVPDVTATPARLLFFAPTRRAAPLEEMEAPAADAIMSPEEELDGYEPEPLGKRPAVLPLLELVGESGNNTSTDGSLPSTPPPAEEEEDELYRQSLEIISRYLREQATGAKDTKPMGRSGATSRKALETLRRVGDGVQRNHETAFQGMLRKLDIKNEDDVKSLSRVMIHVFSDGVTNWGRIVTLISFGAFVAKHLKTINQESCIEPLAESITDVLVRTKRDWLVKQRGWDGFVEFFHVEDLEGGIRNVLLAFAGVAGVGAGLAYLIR
MEX-5 binding: MEX-5 zinc finger RNA-binding disruptors – biochemical, C. elegans, fluorescence polarization, MLPCN library, primary screen; Zinc finger protein mex-5 (Caenorhabditis elegans), Q9XUB2; MEX-5/FITC-TCR2 RNA binding; active compounds read low; activity score (negative = inhibition of binding), % at 10 µM; hit rate 0.38% among 300,000;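 active = inhibition past about -25% in most replicates, and total fluorescence under double the plate's negative control median, limit read from the data; inconclusive = replicates evenly split on the limit, or fluorescence at least double controls; inactive = too little inhibition in most replicates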;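 also: 0% = DMSO and -100% = 5 µM competing unlabeled TCR2 RNA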
Target sequence (Q9XUB2 whole entry, looked up): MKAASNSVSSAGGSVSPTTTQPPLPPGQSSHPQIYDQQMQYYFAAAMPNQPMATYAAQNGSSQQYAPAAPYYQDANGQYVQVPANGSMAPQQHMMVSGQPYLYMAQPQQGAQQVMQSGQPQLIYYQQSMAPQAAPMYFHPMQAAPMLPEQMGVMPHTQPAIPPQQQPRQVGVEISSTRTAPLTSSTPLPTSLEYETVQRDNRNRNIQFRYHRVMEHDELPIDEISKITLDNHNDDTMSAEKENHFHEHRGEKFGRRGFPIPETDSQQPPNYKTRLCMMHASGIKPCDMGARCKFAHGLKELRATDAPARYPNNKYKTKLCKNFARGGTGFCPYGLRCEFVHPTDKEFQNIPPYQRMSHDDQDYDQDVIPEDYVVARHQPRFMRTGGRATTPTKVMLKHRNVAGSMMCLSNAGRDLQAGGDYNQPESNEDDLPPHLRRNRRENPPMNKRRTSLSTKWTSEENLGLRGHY
Efflux pump mplx: inhibitors of Candida efflux pumps in yeast, primary screen, S. cerevisiae, Nile Red, multiplex | S. cerevisiae Candida pump triplex | inhibition, % at 10 µM | hit rate 0.44% among 330,000 | AID 485275, 2010;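 active = plate passing quality check with inhibition over a set limit, or well fluorescence over plate mean plus 4 SD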;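 also: Nile Red retained in pooled yeast measured as flow cytometry median fluorescence; 0% = buffer negative control and 100% = Enniatin B positive control; higher means more Nile Red kept so more efflux inhibition; some compounds called inactive have numbers as strong as hits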
BCLXL inh: inhibitors of human Bcl-xL, primary screen, biochemical, fluorescence polarization, HTS | AID 2129, 2009 | Bcl-2-like protein 1 (Homo sapiens), Q07817 | hit rate 0.7% among 320,000 | inhibition, % at 10.9 µM | GST-Bcl-xL / FITC-Bim BH3 peptide fluorescence polarization;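 active = inhibition above the mean of all tested compounds plus 3 SD, cutoff set per campaign, cut at about 30% in these data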;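 also: 0% = DMSO wells and 100% = unlabeled Bim-BH3 peptide competitor; inhibitors lower millipolarization by displacing the labeled peptide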
Target sequence (Q07817 whole entry, looked up): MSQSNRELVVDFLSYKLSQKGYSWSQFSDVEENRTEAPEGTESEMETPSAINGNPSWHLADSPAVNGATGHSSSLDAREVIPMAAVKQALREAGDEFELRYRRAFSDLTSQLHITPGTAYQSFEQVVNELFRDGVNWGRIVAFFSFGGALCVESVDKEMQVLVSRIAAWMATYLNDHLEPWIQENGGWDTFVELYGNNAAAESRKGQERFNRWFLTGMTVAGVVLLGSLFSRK
GRK2 aptamer HTS: compounds blocking aptamer binding on GRK2 – biochemical, human GRK2, bead flow cytometry, HTS, primary screen | inhibition of aptamer binding, % at 10 µM | hit rate 0.59% among 330,000 | Beta-adrenergic receptor kinase 1 (Homo sapiens), P25098 | AID 488847, 2010 | FAM-aptamer displacement from GRK2;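 active = inhibition of aptamer binding above 40%, roughly 3 SD of noise, on plates passing a quality check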;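 also: median bead fluorescence of bound FAM aptamer so fluorescent compounds give negative values; no value below 0 was filed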
VLA-4 inh: inhibition in human VLA-4 binding assay, primary screen, VLA-4 allosteric modulator project, MLPCN library, flow cytometry, VLA-4 expressing cells. Integrin alpha-4 (Homo sapiens), P13612. ligand binding flow cytometry. inhibition, % (about 7 µM as worked out from the volumes in the protocol). hit rate 0.2% among 330,000. AID 2557, 2010; in the data active = inhibition above about 50%
The depositor's hits bear a star; ? = inconclusive; . = not tested or not shown. These rows are one share of the data; rates above refer to the full screens.

SMILES	GLD-1 TGE inh	Fam108B inh	PME-1 inh	MCL1 BIM primary	MEX-5 binding	Efflux pump mplx	BCLXL inh	GRK2 aptamer HTS	VLA-4 inh
C=CCN1C=CC(=C/C=C(/C#N)C(=O)OCC)C=C1	-240	-3	-2	-239	?	-0.1	-145	3	-47
CCC(=O)Nc1cc(OC)cc(OC)c1	-2	0	4	8	-0.2	0.1	9	5	15
COc1ccc(Cl)cc1C(=O)NNC(=O)c1csc(N2CCOCC2)n1	5	0	3	6	0.5	-0.1	2	0	-3
CCC(C)c1ccc(NC(=S)NC2CCN(Cc3ccccc3)CC2)cc1 (stereo unspecified)	7	-2	7	7	1.5	-0.1	-2	0	-4
COC(=O)c1ccc(C(=O)N2CCCC(Nc3ccc(F)c(F)c3)C2)cc1 (stereo unspecified)	4	-2	1	7	1.2	-0.1	8	0	0
CC(=O)Nc1ncc(Cc2cc(Cl)ccc2Cl)s1	3	3	1	1	1.1	-0.1	2	3	16
NCCCn1c(C(=O)c2ccc(Cl)cc2)c2ccc(C(F)(F)F)cc2[n+]1[O-]	-2	1	0	7	-0.3	-0.1	5	0	-2
CN1CCN(CC(O)(c2ccc(Cl)cc2)c2ccc(Cl)cc2)CC1	1	1	-7	2	-1.2	0.3	3	0	9
O=C(NCCc1ccccc1)/C(=C\c1ccc([N+](=O)[O-])cc1)NC(=O)c1ccc(Br)cc1	-6	-2	-5	-7	2.4	-0.2	-3	0	14
CCOc1ccc(NC(=O)CN(C)C(=O)c2ccccc2OCCOc2ccccc2)cc1OCC	1	.	3	-1	.	-0.1	6	4	0
O=C(Cn1c(C(F)(F)F)nc2ccccc21)Oc1cccc(C(F)(F)F)c1	5	5	2	2	-1.8	0.1	5	0	1
COc1ccc(OCCCNCCc2ccccc2)cc1	8	4	-3	1	-1.7	-0.1	5	0	-6
Cc1ccccc1NC(=O)CN1C(=O)COc2ccc(Cl)cc21	-3	-4	-6	3	1.9	-0.2	1	0	2
COCc1cc(Sc2cccc(Cl)c2Cl)nc(-c2ccccc2)n1	-8	-7	-4	-3	1.4	-0.2	0	0	5
O=C(CCSCCc1ccccn1)Nc1ccc(Br)cc1F	-1	-1	1	2	1.6	2.8	-3	0	7
O=C(CCNC(=O)N1CCn2c1nc1ccccc12)NCc1ccccc1	8	-3	-7	1	6.1	-0.1	5	2	-5
CC(C)(C)C(=O)N1CCN(c2nc3ccc(Cl)cc3s2)CC1	3	-1	0	1	1.8	0.0	9	0	-8
COc1ccc(OC)c(/C=N/NC(=O)CN2CCSCC2)c1	8	1	-2	-4	3.0	-0.1	5	0	7
COc1ccc(CC(=O)Nc2ccccc2C(=O)N2CCOCC2)cc1OC	6	3	-7	8	-1.2	0.0	3	0	11
Cc1ccc(-c2csc(NC(=O)/C=C/c3ccco3)c2C(=O)O)cc1	0	6	-10	20	0.6	0.0	13	3	10
CC1CCC(CN2C(Nc3ccccc3)=NC[C@@H]2C)CC1 (stereo partly specified)	2	-2	1	1	1.2	0.0	3	0	0
O=C(CCc1nc2ccccc2c(=O)[nH]1)NNC(=O)c1ccccc1Cl	5	2	-6	4	1.1	0.0	12	2	1
Cc1ccc(CNc2ccc([N+](=O)[O-])cc2C(N)=O)cc1	0	-4	1	2	.	0.1	3	1	10
Cc1ccc(Sc2cc(Cl)nc(N)n2)cc1	1	-70	-3	-1	3.4	-0.1	-1	0	-3
CCOc1ccc(OCc2ccc(C(=O)N3CCCCC3)o2)cc1	4	3	3	4	-1.7	0.0	0	4	8
COc1ccc(C(C)C)cc1S(=O)(=O)Nc1ncn[nH]1	0	1	-6	0	1.6	0.0	4	0	5
COc1ccc(C(=O)COC(=O)c2sccc2C)cc1OC	3	.	.	.	.	0.1	.	0	-7
O=C(c1ccc2c(=O)n3c(nc2c1)CCCCC3)N1CCN(Cc2ccccc2)CC1	13	4	4	3	-0.6	0.0	4	0	-12
CCCOc1ccc(Cc2c(Cl)nc(SC)nc2N(C)C)cc1	-1	-4	-6	7	1.8	0.1	4	1	3
CCN(CC)C(=O)c1sc2nc(-c3cccs3)cc(-c3cccs3)c2c1N	-12	-3	-3	2	-33*	-0.2	1	3	-47
COc1ccccc1CCC(=O)N1CCN(C(=O)c2ccccc2)CC1	4	0	-3	-4	0.0	0.1	0	0	-1
Cc1c(NC(=O)CN2C(=O)c3ccc([N+](=O)[O-])cc3C2=O)c(=O)n(-c2ccccc2)n1C	11	-5	-5	0	4.8	-0.2	3	1	3
O=C(O)CC1(CC(=O)Nc2ccc(Br)cc2)CCCCC1	1	-1	-11	-4	0.6	0.1	0	1	-2
OC(CON=C1c2ccccc2-c2ccccc21)CN1CCNCC1 (stereo unspecified)	-1	3	5	9	1.4	-0.1	8	0	20
COc1ccccc1CN1CC(C(=O)N(C)CCc2nc3ccc(F)cc3[nH]2)CCC1=O (stereo unspecified)	3	2	10	5	2.5	0.3	6	3	1
O=C(Nc1ccc(Cl)cc1Cl)NC1CCN(S(=O)(=O)c2ccc(F)cc2)CC1	-3	-41	2	-8	-0.7	0.0	-3	0	19
O=C(Oc1ccccc1)c1ccc2nsnc2c1	-1	-8	-10	7	-0.9	0.2	7	0	3
COC(=O)CNC(=O)CNC(=O)c1nn(-c2ccc(OC)c(Cl)c2)c(=O)c2ccccc12	0	5	0	6	-4.3	0.0	5	0	-26
Cc1ccc(C(=O)NCCN2CCOCC2)cc1S(=O)(=O)N1CCCCC1	.	.	.	.	0.2	0.0	.	1	-7
O=C(COC(=O)c1ccc2c(c1)OCO2)Nc1ccccc1Cl	-1	.	6	2	.	0.0	3	0	-12
Cc1ccc(/C=C/C(=O)c2cc(Br)ccc2OC(=O)c2ccco2)cc1	12	-10	-18	-8	-0.6	0.0	-4	0	-6
N#CC(c1ccc(O)cc1)N1CCOCC1 (stereo unspecified)	-2	4	0	-3	-1.3	-0.3	3	1	9
CCN(CC)CCN1C(=O)C(=O)/C(=C(/O)c2cccc(OC)c2)C1c1ccccn1 (stereo unspecified)	2	2	0	4	-0.3	-0.2	11	7	1
CCOc1cc(C2C(C#N)=C(N)OC3=C2C(=O)CC(C)(C)C3)cc([N+](=O)[O-])c1O (stereo unspecified)	-1	0	1	-9	-1.0	-0.1	-6	1	9
O=C(CC1C(=O)NCCN1C(=O)Nc1ccc(F)cc1)Nc1cc(Cl)ccc1Cl (stereo unspecified)	9	-3	6	3	0.4	-0.1	5	0	15
CCOC(=O)C(Oc1ccc2c(-c3ccccc3)cc(=O)oc2c1C)c1ccccc1 (stereo unspecified)	1	-2	2	5	0.7	-0.3	3	0	4
CCCn1c(N)c(C(c2ccc(OC)cc2)N2CCN(c3ccccc3)CC2)c(=O)[nH]c1=O (stereo unspecified)	2	8	0	4	2.2	0.1	11	0	-17
Cc1ccc(NC(=O)CS(=O)CC(=O)NCC2OCCc3ccccc32)c(C)c1 (stereo unspecified)	-5	3	4	-3	0.5	0.2	5	3	0
COc1ccc(C(=O)Nc2ccc(O)c3c(=O)cc(-c4cccc(Cl)c4)oc23)cc1	2	-20	-14	10	1.9	0.1	3	0	9
CC(C)OC(=O)c1c(NC(=O)CCC(=O)O)sc2c1CCCCC2	3	2	8	0	-1.9	-0.3	1	0	15
COC(=O)c1ccc(COC(=O)C2CCN(S(=O)(=O)c3ccc(C)c(C)c3)CC2)o1	6	1	1	2	-1.3	-0.1	0	0	6
NNc1ncnc2scc(-c3ccc(Cl)cc3)c12	-7	4	6	0	1.6	-0.3	4	0	-2
CCCn1c(N/N=C\C=C\c2ccccc2)nc2c1c(=O)[nH]c(=O)n2C	10	3	14	-2	1.5	-0.1	1	0	15
CCCOc1ccc(NC(=O)CC2C(=O)N(CC)C(=S)N2Cc2cccs2)cc1 (stereo unspecified)	8	-1	0	5	-1.2	0.1	-2	1	8
COc1cccc(-c2nc(N3CCN(Cc4ccccc4)CC3)c3ccccc3n2)c1O	6	1	-5	0	.	-0.1	4	1	2
C=CCNC(=O)/C(=C/c1cn(-c2ccccc2)nc1-c1cccc([N+](=O)[O-])c1)NC(=O)c1ccccc1	3	-5	-6	2	1.6	-0.3	6	0	5
CCn1c(=O)c2sccc2n(Cc2cccc(C)c2)c1=O	-3	-1	1	0	-1.1	-0.2	2	3	3
CCCCC1=C([O-])C2N=CC=CC2=[N+](c2ccccn2)C1=O (stereo unspecified)	-3	1	4	2	-0.5	0.1	8	1	9
O=C(COC(=O)c1ccc(O)cc1O)Nc1ccc(Cl)cn1	2	0	-11	3	2.2	-0.2	6	3	6
Cc1ccc(NC(=O)N2CCC(C(=O)NCCC3=CCCCC3)CC2)cc1	5	3	-2	4	1.5	0.2	6	0	17

Other compounds follow:
SMILES	GLD-1 TGE inh	Fam108B inh	PME-1 inh	MCL1 BIM primary	MEX-5 binding	Efflux pump mplx	BCLXL inh	GRK2 aptamer HTS	VLA-4 inh
Cc1onc(-c2ccccc2Cl)c1C(=O)Nc1cccnc1	0	2	2	18	-3.5	-1.4	9	5	7
COC(=O)CCCC1=CC2=C(c3ccccc3)C(=O)C(C)(OC(=O)C3CCCC3)C(=O)C2=CN1C1CCCCC1 (stereo unspecified)	13	4	4	12	-2.4	0.5	16	2	-14
O=C(c1ccco1)N1CCN(S(=O)(=O)c2ccccc2[N+](=O)[O-])CC1	2	0	-1	0	1.8	0.0	3	2	6
CCOC(=O)C1=C(COC(=O)c2ccc(C)s2)NC(=O)NC1C (stereo unspecified)	2	0	4	4	0.9	0.0	3	1	4
O=C(CCl)Nc1cc(S(=O)(=O)N2CCCCCC2)ccc1Cl	4	5	12	5	0.7	0.2	5	1	13
Cc1cc(C)cc(N(CC(=O)NCC2CCCO2)C(=O)CN2C(=O)COc3ccccc32)c1 (stereo unspecified)	0	-1	-2	2	0.4	-0.1	4	0	10
COc1cc(C(=O)N2CCc3ccccc32)c([N+](=O)[O-])cc1OC	4	5	2	8	-0.8	-0.1	8	0	5
Cc1ccc(S(=O)(=O)NN2C(=O)/C(=C/c3cccn3C)SC2=S)cc1	-87	1	2	-78	.	-0.2	-48	2	-9
COc1cccc(CC(=O)Nn2c(C)nc3ccccc3c2=O)c1	-4	1	-1	0	0.3	-0.1	4	0	-7
COc1ccc(S(=O)(=O)N2CCOCC2)cc1NC(=O)CSc1n[nH]c(C(C)C)n1	-1	-3	3	1	-1.2	-0.1	2	0	1
C/C(CC(=O)Nc1cc(C)ccn1)=N\NC(=O)c1cccc(C)c1	1	4	-3	4	-0.5	0.0	4	0	0
